S100A4 inh HTS: inhibitors of S100A4-myosin IIA peptide binding, primary screen, biochemical, fluorescence polarization, TAMRA-MyoIIA peptide | actives 0.14% (n = 360,000) | inhibition, % at 10.7 µM;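 active = mean inhibition of at least 70% across replicates, with every replicate also reaching that level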
Target sequence (P26447 whole entry, looked up): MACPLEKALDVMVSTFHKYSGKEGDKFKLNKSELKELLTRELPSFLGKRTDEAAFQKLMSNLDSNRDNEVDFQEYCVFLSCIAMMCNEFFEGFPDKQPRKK
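Material: human S100A4 monomer with TAMRA-labelled myosin IIA peptide; buffer or medium: HEPES pH 7.2 with CaCl2, KCl, NaCl, DTT, Triton; compound dosing: one concentration per compound; schedule: 5 min incubation before reading; benchmarks: neutral control DMSO, positive control TFP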
ERAP1 HTS inh: human ERAP1 aminopeptidase inhibitors, primary screen, biochemical, single point, plate reader. Endoplasmic reticulum aminopeptidase 1 (Homo sapiens), Q9NZ08. recombinant ERAP1, Leu-AMC fluorescence, 60 min. inhibition, % at 10.7 µM. actives 0.15% (n = 340,000);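 active = mean replicate inhibition of at least 30%, or all replicates individually reaching that 30% level; inactive = mean below 30% and not every replicate reaching it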;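 also: 0% = neutral control wells and 100% = L-leucinethiol positive control wells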
Target sequence (Q9NZ08 whole entry, looked up): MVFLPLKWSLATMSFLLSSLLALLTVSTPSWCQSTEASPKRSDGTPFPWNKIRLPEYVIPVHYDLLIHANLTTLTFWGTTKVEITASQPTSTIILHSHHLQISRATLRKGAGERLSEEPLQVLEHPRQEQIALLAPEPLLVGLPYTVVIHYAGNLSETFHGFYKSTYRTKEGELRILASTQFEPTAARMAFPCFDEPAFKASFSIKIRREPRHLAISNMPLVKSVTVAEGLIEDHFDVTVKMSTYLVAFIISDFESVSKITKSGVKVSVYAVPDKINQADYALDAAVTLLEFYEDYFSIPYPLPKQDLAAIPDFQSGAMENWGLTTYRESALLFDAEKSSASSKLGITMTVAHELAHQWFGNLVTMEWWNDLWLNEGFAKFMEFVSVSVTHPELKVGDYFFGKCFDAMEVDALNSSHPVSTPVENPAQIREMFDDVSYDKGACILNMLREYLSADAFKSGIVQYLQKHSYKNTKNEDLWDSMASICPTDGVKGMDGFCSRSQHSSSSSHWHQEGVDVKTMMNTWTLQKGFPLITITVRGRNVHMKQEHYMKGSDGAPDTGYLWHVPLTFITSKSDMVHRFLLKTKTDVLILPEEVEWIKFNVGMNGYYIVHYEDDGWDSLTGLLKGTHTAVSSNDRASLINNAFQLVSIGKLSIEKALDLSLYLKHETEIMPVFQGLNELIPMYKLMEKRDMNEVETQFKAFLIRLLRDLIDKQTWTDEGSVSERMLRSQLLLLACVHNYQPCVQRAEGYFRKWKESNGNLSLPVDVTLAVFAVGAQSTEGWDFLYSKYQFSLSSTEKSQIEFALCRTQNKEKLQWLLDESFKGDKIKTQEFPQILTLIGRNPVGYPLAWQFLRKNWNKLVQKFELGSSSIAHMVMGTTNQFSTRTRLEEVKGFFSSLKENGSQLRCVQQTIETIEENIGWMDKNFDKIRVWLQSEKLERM
SIRT5 inh: SIRT5 desuccinylase inhibitors, primary screen, biochemical, fluorescence imaging, single point, set 5; Purified SirT5, succinyl-peptide AMC, trypsin-coupled fluorescence; inhibition, % at 15 µM; actives 1.1% (n = 330,000); AID 652115, 2013; in the data active = inhibition above about 15%
C2C12 statin: suppressors of statin myotoxicity in C2C12 myotubes, primary screen, cell-based, single point, plate reader. C2C12 myotubes + simvastatin, ATP luminescence, 48 h; scaled: DMSO 0, geranylgeraniol control 100. rescue of ATP level, % at 7.49 µM. actives 0.78% (n = 330,000);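 active = mean ATP rescue above about 67%, or every replicate alone reaching that limit, limit read from the data, passing the limit was not always enough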;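 also: myotubes were challenged with 10 µM simvastatin during compound exposure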
Cneo AK release: Cryptococcus neoformans cell lysis inducers, primary screen, AK release luminescence, single concentration; C. neoformans lysis, adenylate kinase release luminescence, 4 h; normalised: neutral wells 0, clomiphene wells 100; lysis activity, % at 15 µM; actives 0.2% (n = 360,000);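 active = mean lysis activity across replicates of at least 80%, whatever share of replicates individually reach that level; inactive = mean lysis activity below 80%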
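Assay system: log-phase C. neoformans yeast / Quantity: yeast cell density of 5 × 10^6 cells/mL / Medium: fresh YPD growth medium / Compound: single dose / Timing: static 4 h at 37 °C with compound, 1 h detection / Measured by: adenylate kinase release luminescence / Read-out: lysis from increased AK signal / Benchmarks: Clomiphene as positive lysis control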
PGC1a acetyl inh: inhibitors of PGC1a acetylation signal, primary screen, cell-based, U2OS, AlphaScreen, inhibitor mode | AlphaScreen anti-acetyl-lysine; with virally co-expressed GCN5 acetyltransferase | inhibition, % at 15.6 µM | actives 0.17% (n = 350,000) | AID 651687, 2012;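 active = every replicate shows inhibition of at least 40%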;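 also: 0% = neutral control wells and 100% = positive control wells; some results beyond the cut were filed as inactive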
XiGFP reactiv: activators of inactive X chromosome reactivation, primary screen, imaging, XiGFP fibroblasts, GFP high-content imaging, set 2; XiGFP mouse fibroblasts, % GFP-positive cells imaging, 3 d; cells co-treated with 5-aza-dC sensitizer; scaled so ellipticine positive control = 100%; activation, % at 7.58 µM; actives 0.055% (n = 360,000);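 active = mean normalized replicate activation at least 10% and every replicate at or above 10%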;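 also: 0% = median of on-plate neutral control wells and 100% = ellipticine 6 µM median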
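Material: XiGFP fibroblasts, SV40-immortalized; Buffer or medium: DMEM containing 5-aza-dC; Compound dosing: single point; Times: 3 days compound exposure.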
LGR2 antag: inhibitors of bursicon-induced LGR2 CRE-luciferase signal, primary screen, cell-based, HEK293, CRE-luciferase reporter, bursicon stimulation. Drosophila bursicon receptor LGR2 (rickets). bursicon-stimulated, 4 h. inhibition, % at 9.99 µM. actives 0.35% (n = 380,000). AID 720647, 2013;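 active = drop in luminescence signal, shown as inhibition above about 50% in the replicate tests, limit read from the data, passing the limit was not always enough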;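 also: agonist challenge used bursicon conditioned medium at about half maximal strength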
* marks the source's active call; other numbers are inactive results; x = no result given. An excerpt, so the mix of outcomes need not match the whole.

SMILES | S100A4 inh HTS | ERAP1 HTS inh | SIRT5 inh | C2C12 statin | Cneo AK release | PGC1a acetyl inh | XiGFP reactiv | LGR2 antag
C[C@H](CO)N1C[C@H](C)[C@H](CN(C)Cc2ccc(C(=O)Nc3ccccc3N)cc2)Oc2ccc(NC(=O)Cn3cnnn3)cc2CC1=O | 0 | 0 | x | x | x | 9 | 0.1 | -10
Cc1cc(C)cc(CC(=O)N2CCC2(C)C(=O)NS(=O)(=O)c2cc(C)ccc2F)c1 (configuration not stated) | -5 | 2 | -1 | 3 | 0 | 10 | 0.1 | 1
N#C[C@H]1[C@H](c2ccc(-c3ccc(F)cc3)cc2)[C@H](CO)N1C(=O)Cc1ccccc1 | 7 | 0 | 0 | 16 | 1 | 0 | -0.2 | -1
COC(=O)CSc1nnc(CNC(=O)c2ccccc2OC)n1-c1ccc(OC)cc1 | -1 | -1 | 1 | x | x | -8 | x | 6
c1ccc(-c2ccc(C3=Nn4c(Cn5nnc6ccccc65)nnc4SC3)cc2)cc1 | x | x | x | 1 | -4 | 0 | x | 19
CCOc1ccc(NC(=O)C(c2ccccn2)N(C(=O)CCl)c2ccc(OC)cc2)cc1 (configuration not stated) | -5 | 5 | -6 | x | x | x | -0.1 | -10
CCOC(=O)[C@]12CCC=C1N(CCC1=CCCCC1)C(=O)[C@H](CC(=O)NCCc1ccccc1OC)C2 | -15 | x | 0 | x | x | x | 0.0 | -9
Cc1ccc(S(=O)(=O)Nc2ccc3c(c2)CC(=O)N([C@@H](C)CO)C[C@H](C)[C@H](CN(C)S(=O)(=O)c2ccccc2)O3)cc1 | x | x | x | 3 | 2 | 1 | 0.1 | -1
CC(=O)Nc1cc(-c2ccccc2F)cn2c(-c3ccccc3)cnc12 | 0 | -5 | -1 | -17 | 1 | -4 | 0.2 | -19
NC(=O)C(c1ccc(F)cc1)c1ccc(C(=O)c2ccccc2)cc1 (configuration not stated) | -3 | 0 | -1 | -10 | 0 | 7 | 0.4 | -11
C[C@H]1CN([C@@H](C)CO)C(=O)c2cc(C3=CCCC3)cnc2O[C@@H]1CN(C)S(=O)(=O)c1cn(C)cn1 | -8 | 0 | -7 | -11 | -2 | 9 | -0.1 | -11
COc1cc(/C=N/NC(=O)/C(=C\c2ccc3c(c2)OCO3)NC(=O)c2ccccc2)ccc1O | 0 | -1 | x | x | 0 | 4 | -0.1 | x
COc1ccc(-n2nc(C(=O)NCC(=O)N(C)Cc3ccccc3)c3ccccc3c2=O)cc1 | 0 | -9 | -1 | 11 | -2 | x | 0.0 | 6
O=C(COC(=O)c1ccc(Cl)nc1)NNC(=O)c1ccc(Cl)cc1 | -7 | -6 | -3 | 7 | 4 | x | 0.2 | -2
Cc1ccc2c(cnn2C(=O)CCCC(=O)NCc2ccc(F)cc2)c1 | -3 | -2 | -3 | -11 | 2 | -10 | 0.0 | -51
O=C(CN(C(=O)c1csnn1)c1cccc(C(F)(F)F)c1)NCc1ccc(F)cc1 | -4 | -2 | -4 | 1 | -2 | x | 0.2 | 15
O=C(Nc1nnc(-c2ccccn2)o1)c1cccc(Br)c1 | x | x | x | x | -2 | 7 | 0.0 | 23
CCCC(C(=O)Nc1ccc(S(=O)(=O)N2CCOCC2)cc1)c1ccccc1 (configuration not stated) | -2 | -3 | -5 | -4 | -3 | 3 | 0.3 | -2
O=C1CC(c2ccccc2)CC(=O)N1c1ccccc1 | 12 | -3 | -3 | 16 | -1 | 28 | 0.0 | 9
CCOC(=O)c1cc(C(=O)c2cc(Br)ccc2O)coc1=N | 0 | -3 | 1 | x | x | x | 0.4 | x
COc1ccc2oc(C(=O)OCC(=O)NCCc3ccc(S(N)(=O)=O)cc3)c(C)c2c1 | -3 | 1 | -4 | -3 | 1 | -8 | -0.1 | -11
CCC(=O)Nc1ccc2c(c1)OC[C@@H](C)N(C(=O)c1ccc(F)cc1)C[C@@H](C)[C@@H](OC)CN(C)C2=O | 10 | x | 5 | -11 | 2 | -16 | 0.0 | 19
Cc1cc(OCC(=O)NC(Cc2ccc(Cl)cc2)C(=O)O)c2c(C)cc(=O)oc2c1 (configuration not stated) | -10 | 15 | x | 2 | 0 | 10 | x | 18
NC(=O)COc1ccccc1 | 4 | -2 | -1 | x | x | -2 | 0.0 | -14
CNC(=O)C[C@@H]1CC[C@H]2[C@@H](COc3ccc(NC(=O)NCc4ccccc4)cc3C(=O)N2C)O1 | x | x | x | 4 | -6 | 10 | 0.3 | 0
COC(=O)C[C@@H]1CC[C@H](NC(=O)c2cnccn2)[C@@H](CO)O1 | 1 | x | -4 | x | x | x | 0.0 | -6
CCN(CC(=O)Nc1cc(Cl)ccc1C)C(=O)CC1CCCC1 | -7 | -2 | 0 | -10 | 0 | -11 | -0.1 | 5
O=C(C[C@H]1C[C@H]2c3cc(NC(=O)C4CCOCC4)ccc3O[C@H]2[C@H](CO)O1)NCCN1CCCCC1 | -9 | 5 | -2 | -1 | -5 | 4 | 0.2 | 7
O=C(NCCOc1ccc(Cl)cc1)c1ccco1 | 3 | -3 | -1 | 5 | -8 | 1 | 0.0 | 2
C=CCOCCN1C(=O)C2C3C=CC(C2C1=O)C1C2C(=O)N(CCOCC=C)C(=O)C2C31 (configuration not stated) | 0 | -1 | -4 | x | x | x | 0.1 | -5
O=C(C[C@@H]1C[C@H]2c3cc(NS(=O)(=O)c4ccc(F)cc4)ccc3O[C@H]2[C@H](CO)O1)NCc1ccncc1 | 5 | 1 | 1 | -1 | -2 | -2 | 0.1 | -1
CN(c1ccccc1C(=O)Nc1cccc([N+](=O)[O-])c1)S(=O)(=O)c1ccccc1 | -2 | -1 | 3 | 0 | -1 | -9 | 0.1 | 4
O=C(Cc1ccccc1)NC1c2ccccc2-c2ccccc21 | -2 | 1 | -3 | x | x | x | 0.5 | 6
COc1ccc(CNC(=O)c2ccc(S(=O)(=O)N3CCOCC3)cc2)cc1 | -1 | -1 | 1 | x | x | x | 0.1 | 27
CCc1cccc(C)c1NC(=S)N(CCN(C)C)C(C)c1ccco1 (configuration not stated) | 4 | x | -4 | x | x | 12 | 0.2 | 8
O=C(C[C@H]1C=C[C@@H](NS(=O)(=O)c2cccc(F)c2)[C@@H](CO)O1)NCc1ccc2c(c1)OCO2 | 2 | 3 | -1 | x | x | 8 | -0.2 | 0
CC(C)(C)C(C(=O)Oc1ccccc1)c1ccccc1 (configuration not stated) | 0 | x | x | -10 | -3 | x | -0.1 | -30
COc1ccccc1C#Cc1cnc2c(c1)C(=O)N([C@@H](C)CO)C[C@H](C)[C@H](CN(C)C(=O)CC1CC1)O2 | -9 | 1 | -4 | -9 | -6 | -11 | 0.0 | 7
CCN(CC(=O)Nc1ccc2c(c1)OCCO2)C(=O)/C=C/c1ccccc1 | 1 | 0 | 0 | x | x | x | 0.0 | 14
CN(Cc1ccccc1)C(=O)c1[nH]c(C(F)(F)F)nc1-c1ccccc1 | 3 | -1 | -1 | -8 | 2 | -24 | 0.0 | -8

Reformatted: results already given.
COc1ccc(CNC(=O)c2ccc(S(=O)(=O)N3CCOCC3)cc2)cc1
- S100A4 inh HTS: -1
- ERAP1 HTS inh: -1
- SIRT5 inh: 1
- C2C12 statin: x
- Cneo AK release: x
- PGC1a acetyl inh: x
- XiGFP reactiv: 0.1
- LGR2 antag: 27
CCc1cccc(C)c1NC(=S)N(CCN(C)C)C(C)c1ccco1 (configuration not stated)
- S100A4 inh HTS: 4
- ERAP1 HTS inh: x
- SIRT5 inh: -4
- C2C12 statin: x
- Cneo AK release: x
- PGC1a acetyl inh: 12
- XiGFP reactiv: 0.2
- LGR2 antag: 8
O=C(C[C@H]1C=C[C@@H](NS(=O)(=O)c2cccc(F)c2)[C@@H](CO)O1)NCc1ccc2c(c1)OCO2
- S100A4 inh HTS: 2
- ERAP1 HTS inh: 3
- SIRT5 inh: -1
- C2C12 statin: x
- Cneo AK release: x
- PGC1a acetyl inh: 8
- XiGFP reactiv: -0.2
- LGR2 antag: 0

(next part)
SMILES | S100A4 inh HTS | ERAP1 HTS inh | SIRT5 inh | C2C12 statin | Cneo AK release | PGC1a acetyl inh | XiGFP reactiv | LGR2 antag
Cc1ccc(C)c(N2N=C(C(=O)OCC(=O)N(C)c3ccccc3)CCC2=O)c1 | -2 | -1 | -5 | 23 | 6 | 1 | 0.1 | 11
CCC(CC)Nc1ccc(C(CC(N)=O)NC(=O)Cc2ccc(Br)cc2)cc1[N+](=O)[O-] (configuration not stated) | 6 | -3 | -8 | -21 | -14 | x | 0.1 | 1
CCOc1ccccc1N1CCN(C(=O)/C=C/c2cccc([N+](=O)[O-])c2)CC1 | x | x | x | 7 | -1 | -10 | 0.1 | 8
O=C(NC1CCCC1)c1ccc(CSc2nc3ccncc3n2Cc2ccc(F)cc2)cc1 | -1 | 4 | 12 | -1 | 1 | x | -0.1 | -26
CCCn1cnnc1CNC(=O)C1CCC(=O)N(CCCc2ccccc2)C1 (configuration not stated) | 0 | -4 | -3 | 3 | 0 | -9 | 0.0 | 8
CC1(C)CC(C(CC(=O)O)c2ccccc2)CCO1 (configuration not stated) | -13 | 0 | -2 | 5 | 1 | 0 | x | -16
O=C(c1ccc(COc2ccccc2Br)o1)N1N=C(C(F)F)CC1(O)C(F)F (configuration not stated) | x | x | x | 8 | 1 | -3 | 0.1 | -1
Cc1cc(C)n(CC(=O)NNC(=O)c2ccc(S(C)(=O)=O)cc2)n1 | -1 | 0 | -1 | x | 0 | -5 | 0.0 | 31
COc1ccc(Cn2c(C)nc3ccc([N+](=O)[O-])cc3c2=O)cc1 | -6 | 3 | 0 | -7 | -1 | x | 0.1 | -11
COC(=O)c1ccc(N2CCN(C)CC2)c(NC(=O)c2cccs2)c1 | 0 | 0 | 0 | 25 | 1 | 11 | 0.2 | -10
CN1CCN(C(=O)C[C@@H]2C=C[C@@H](NC(=O)Cc3ccccn3)[C@H](CO)O2)CC1 | 7 | 2 | -1 | -21 | 0 | -7 | 0.0 | 0
COc1ccc(OC)c(C2=NS(=O)(=O)N(C)C(C(=O)Nc3cccc(C(C)=O)c3)=C2)c1 | -2 | 1 | 0 | 0 | -1 | 12 | 0.0 | -5
COc1ccc(OC)c(/C=N/NC(=O)C(=O)N2CCCCCC2)c1 | 0 | 5 | 1 | -2 | -2 | 4 | 0.1 | 1
CC(=O)c1ccc(NC(=O)c2cc(S(=O)(=O)N3CCOCC3)ccc2C)cc1 | -1 | 3 | 1 | 8 | 2 | 1 | -0.1 | -5
Cc1ccccc1NC(=S)NCCc1c[nH]c2ccccc12 | 3 | -1 | -4 | x | x | x | -0.2 | -4
CCc1nc(SCC(=O)Nc2ccc(N(CC)CC)cc2)n[nH]1 | -5 | 2 | -2 | 6 | -1 | 12 | -0.6 | 9
O=C1NC(=Nc2ccccc2Cl)S/C1=C\c1cccc([N+](=O)[O-])c1O | 3 | 2 | 13 | 42 | 3 | -52 | 0.1 | -12
O=C(N[C@H]1CC[C@H](CCNC(=O)C2CCOCC2)O[C@H]1CO)c1ccncc1 | -8 | -2 | 3 | -32 | -4 | 4 | -0.5 | 17
CSCCC(NS(=O)(=O)c1ccc(C)cc1)C(=O)N1CC=C(c2ccccc2)CC1 (configuration not stated) | 7 | -7 | -3 | x | x | x | 0.0 | -13

Screens from PubChem BioAssay.
